Screening results: PubChem, several laboratories
CTSL1 counter – Fasciola hepatica cathepsin L1 inhibitors, primary screen, counter-screen for PFM18AAP inhibitor project, biochemical, QFRET, fluorogenic peptide substrate; recombinant F. hepatica cathepsin L1, Z-Leu-Arg-MCA fluorescence; inhibition, % at 5.96 µM; actives 0.49% (n = 300,000); AID 1906, 2009;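 active = inhibition above the mean of all tested compounds plus 3 SD, set per screening campaign, cut at about 17% in these data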;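 also: 0% = plate median of test compound wells and 100% = 1 µM Z-Phe-Ala-diazomethylketone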
EBNA-1 inhibitor – EBNA-1 DNA-binding inhibitors, primary screen, biochemical, fluorescence polarization. inhibition, % at 14.8 µM. actives 0.34% (n = 300,000). AID 1950, 2009; in the data active = inhibition above about 28%
JMJD2C inh – inhibitors of GASC-1 histone demethylase, primary screen, biochemical, fluorescence, DELFIA europium. Lysine-specific demethylase 4C (Homo sapiens), Q9H3R0. GST-JMJD2C(1-420) H3K9me3 demethylation. inhibition, % at 2.35 µM. actives 0.069% (n = 330,000). AID 2099, 2009;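 active = more than half of a compound's replicate wells show inhibition beyond 50%, single wells judged on their own value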;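 also: signal counts dimethyl H3K9 product captured on neutravidin plate; 0% = median of DMSO wells and 100% = 0.3 times that DMSO median; strong numbers were not always called active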
PP1 counter – PP1-alpha phosphatase inhibitors, primary screen, counter-screen for PP5 inhibitor project, biochemical, fluorescence, OMFP substrate, single point. AID 2235, 2010. actives 0.9% (n = 320,000). Serine/threonine-protein phosphatase PP1-alpha catalytic subunit (Homo sapiens), P62136. purified PP1alpha. inhibition, % at 6.7 µM;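 active = inhibition above the mean inhibition of all tested compounds plus 3 SD, computed separately for each screening campaign, cut at about 15% in these data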
Target sequence (P62136 whole entry, looked up): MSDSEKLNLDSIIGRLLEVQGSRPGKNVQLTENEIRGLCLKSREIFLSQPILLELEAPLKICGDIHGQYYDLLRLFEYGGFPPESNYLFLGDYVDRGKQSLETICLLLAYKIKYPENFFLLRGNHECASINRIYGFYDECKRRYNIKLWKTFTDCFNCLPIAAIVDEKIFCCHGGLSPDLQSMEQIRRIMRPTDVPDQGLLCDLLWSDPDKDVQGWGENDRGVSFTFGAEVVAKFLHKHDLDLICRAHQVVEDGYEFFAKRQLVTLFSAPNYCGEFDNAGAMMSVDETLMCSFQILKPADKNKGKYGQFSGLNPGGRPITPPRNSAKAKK
TPT1 inhibitor – Candida albicans TPT1 enzyme inhibitors, primary screen, biochemical, fluorescence polarization; tRNA 2'-phosphotransferase TPT1 (Candida albicans SC5314); recombinant caTPT1, FP RNA substrate dephosphorylation; inhibition, % at 5 µM; actives 0.81% (n = 300,000);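 active = inhibition above the mean of all tested compounds plus 3 SD, set per screening campaign, cut at about 24% in these data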;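 also: plate controls were DMSO alone for no effect and ferristatin control at 100 nM for full effect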
PP5 primary – PP5 phosphatase inhibitors, primary screen, biochemical, fluorescence; Serine/threonine-protein phosphatase 5 (Homo sapiens), P53041; purified PP5c, OMFP substrate fluorescence; inhibition, % at 6.7 µM; actives 0.18% (n = 320,000);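 active = inhibition above the campaign's mean inhibition across all tested compounds plus 3 SD, cut at about 9.5% in these data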;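 also: 0% = DMSO only and 100% = 100 µM cantharidin control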
Target sequence (P53041 whole entry, looked up): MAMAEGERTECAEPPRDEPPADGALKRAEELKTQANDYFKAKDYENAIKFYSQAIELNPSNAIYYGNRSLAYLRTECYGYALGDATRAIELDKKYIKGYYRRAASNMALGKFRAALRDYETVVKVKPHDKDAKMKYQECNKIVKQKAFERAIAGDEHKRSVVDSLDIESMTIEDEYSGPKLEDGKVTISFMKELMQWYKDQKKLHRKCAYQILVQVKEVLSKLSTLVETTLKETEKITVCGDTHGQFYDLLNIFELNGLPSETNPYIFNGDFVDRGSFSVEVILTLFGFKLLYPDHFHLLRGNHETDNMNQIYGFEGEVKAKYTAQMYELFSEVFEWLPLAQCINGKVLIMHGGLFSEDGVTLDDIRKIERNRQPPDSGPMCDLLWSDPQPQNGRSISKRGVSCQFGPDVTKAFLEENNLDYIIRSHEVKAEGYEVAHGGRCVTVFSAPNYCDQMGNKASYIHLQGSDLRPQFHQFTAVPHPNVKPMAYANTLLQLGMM
CR mimetic SO – reduction of superoxide in aged yeast, primary screen, HTS; superoxide response (% of plate mean), % at 10 µM; actives 0.18% (n = 330,000); S. cerevisiae aged cells, superoxide DHE fluorescence; stronger effect = lower value;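 active = superoxide response under a set limit, about three screen SD below normal, cut at about 65% in these data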;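 also: yeast aged for seven days with compound at 30 °C before DHE staining; 100% = average MFI of all compound-treated wells on the plate with controls excluded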
ZTA counter – ZTA (EBV) inhibition in EBNA-1 counter-screen; P03206; ZTA-DNA binding, fluorescence polarization; inhibition, % at 11 µM; actives 0.15% (n = 320,000); in the data active = inhibition above about 33%
Target sequence (P03206 whole entry, looked up): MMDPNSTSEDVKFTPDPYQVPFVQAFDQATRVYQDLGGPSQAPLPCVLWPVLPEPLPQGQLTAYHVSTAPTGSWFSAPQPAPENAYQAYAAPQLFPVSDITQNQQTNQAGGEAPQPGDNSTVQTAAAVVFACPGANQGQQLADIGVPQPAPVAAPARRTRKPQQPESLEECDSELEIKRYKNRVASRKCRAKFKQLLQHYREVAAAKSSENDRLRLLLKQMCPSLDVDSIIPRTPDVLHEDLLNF
core dimer inh – inhibitors of HCV core protein dimerization, primary screen, biochemical, TR-FRET, high-throughput; TR-FRET GST/Flag-core106 dimerization, 1536-well; inhibition, % at 5 µM; actives 0.33% (n = 300,000); AID 1899, 2009;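 active = inhibition above the mean of all tested compounds plus 3 SD, set per screening campaign, cut at about 45% in these data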
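Material: GST/Flag-tagged HCV core106 proteins. Incubation: 4 h, 22.5 °C incubation. Read-out basis: inhibition (%) from 671 over 617 nm ratio. Measured by: TR-FRET, excitation 340 nm, emission 617 and 671 nm.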
The depositor's hits bear a star; nt = no result given; & = joins results of further samples.

SMILES	CTSL1 counter	EBNA-1 inhibitor	JMJD2C inh	PP1 counter	TPT1 inhibitor	PP5 primary	CR mimetic SO	ZTA counter	core dimer inh
COc1ccccc1N1CCN(C(c2ccccc2Cl)c2nnnn2C(C)(C)C)CC1 (configuration not stated)	1.6	11.8	-1.4	-3.1	-1.8	1.0	101.5	24.6	9.5
CCOC(=O)C1CCCN(Cc2nc(N)nc(Nc3ccccc3OC)n2)C1 (configuration not stated)	-0.8	1.5	-3.2	2.1	-1.4	-1.7	93.7	9.6	2.8
CCCSC1=C(C#N)C(c2ccc(Cl)cc2Cl)CC(=O)N1 (configuration not stated)	-2.1	4.4	16.2&11.5	3.1	3.0	0.4	102.5	19.0	-0.9
Cc1ccc(N(CC(=O)N/N=C/c2cccnc2)S(=O)(=O)c2ccccc2)cc1	2.0	11.9	-1.0	-0.3	-3.5	0.4	112.0	21.0	1.1
NNC(=O)COc1ccc(F)cc1	-1.9	-8.1	-4.7	-2.4	0.9	-0.8	102.9	11.3	6.7
O=C(NCc1ccccn1)C1Nc2ccc(OC(F)(F)F)cc2C2C=CCC12 (configuration not stated)	-0.6	3.3	-41.5	-1.4	1.3	4.5	105.2	-16.7	-6.2
COCCn1c(SCc2ccccc2Cl)nc2c1c(=O)[nH]c(=O)n2C	1.2	-5.2	2.9	0.3	1.9	-1.7	87.8	-18.1	-8.9
Fc1ccc(NC(=S)N/N=C/c2cccc(Br)c2)c(F)c1	2.3	-1.4	1.9	0.9	7.0	3.0	102.3	8.5	-5.4
COCCNC(=O)c1ccccc1NC(=O)c1ccc(OC)c(OC)c1	-0.8	3.0	1.3	0.7	-0.3	1.7	87.5	-7.3	-3.2
CC1=NN(C(C#N)c2ccc(F)cc2)C(c2ccccc2)C1 (configuration not stated)	6.0	-11.8	1.0	-2.8	-3.3	3.9	97.5	-17.8	-13.0
O=C(CCCN=C1NS(=O)(=O)c2ccccc21)OCc1ccc(F)cc1	-0.6	-10.3	7.7	-4.0	0.4	-1.1	106.0	7.9	-0.5
O=C(O)c1ccc(-n2c(=O)c3ccccc3c3ccccc3c2=O)cc1	-2.7	-3.2	-5.0	1.0	1.3	0.9	106.2	6.0	-4.2

Overlap with the part before: 4 compounds, followed by the next part.
SMILES	CTSL1 counter	EBNA-1 inhibitor	JMJD2C inh	PP1 counter	TPT1 inhibitor	PP5 primary	CR mimetic SO	ZTA counter	core dimer inh
COCCNC(=O)c1ccccc1NC(=O)c1ccc(OC)c(OC)c1	-0.8	3.0	1.3	0.7	-0.3	1.7	87.5	-7.3	-3.2
CC1=NN(C(C#N)c2ccc(F)cc2)C(c2ccccc2)C1 (configuration not stated)	6.0	-11.8	1.0	-2.8	-3.3	3.9	97.5	-17.8	-13.0
O=C(CCCN=C1NS(=O)(=O)c2ccccc21)OCc1ccc(F)cc1	-0.6	-10.3	7.7	-4.0	0.4	-1.1	106.0	7.9	-0.5
O=C(O)c1ccc(-n2c(=O)c3ccccc3c3ccccc3c2=O)cc1	-2.7	-3.2	-5.0	1.0	1.3	0.9	106.2	6.0	-4.2
Cc1ccc(C(=O)NCc2ccc(F)cc2)cc1NC1=NC2CS(=O)(=O)CC2S1 (configuration not stated)	-4.0	2.8	-17.1	-3.4	-3.6	0.6	95.7	8.8	4.4
CCC(=O)Nc1c(C)ccc2nsnc12	-0.9	-1.4	7.3	-1.2	0.9	1.6	99.3	-16.3	-0.3
Cc1cc(-c2cc(N)n(-c3ccccc3)n2)c(C)n1C1CCCC1	-4.7	-7.7	-7.4	2.9	8.1	0.9	116.3	-2.9	27.5
O=C1CCCC(O)=C1C=Nc1cccc(C(F)(F)F)c1	-1.2	-3.2	-3.8	0.8	-5.4	0.8	102.9	0.6	-5.9
C=CCSc1nnc(NC(=O)c2nc(SCC)ncc2Cl)s1	-6.7	-3.8	-15.7	1.4	-0.1	3.7	120.7	5.3	3.5
CC1(C)CC(=O)c2cnc(NC(=O)CSC(=S)N3CCCCC3)nc2C1	-3.5	-7.7	-6.6	-0.6	0.4	-0.5	108.4	-11.4	0.1
Cc1ccc(Oc2ncccc2NC(=O)CCCC(=O)O)c2c1CCC2	-0.4	8.7	3.4	2.3	-9.0	0.1	91.3	3.3	-2.4
c1ccc2c(-n3cnnn3)cccc2c1	1.3	-5.5	3.2	-0.9	-2.9	2.5	90.5	1.1	-0.5
CCOc1ccc(N2C(=O)CC(N3CC(C)OC(C)C3)C2=O)cc1 (configuration not stated)	-0.8	-5.7	5.7	-5.8	-6.2	1.7	97.6	7.8	-5.8
CCc1ccc(CNC(=O)c2ccc(OC3CCN(C(C)=O)CC3)c(OC)c2)nc1	-1.6	4.7	6.9	-3.4	3.1	1.3	88.4	9.5	-2.2
Cc1cccc2cc3c(nc12)SC(=NCC1CCCO1)N(Cc1ccco1)C3 (configuration not stated)	0.3	13.1	5.3	11.7	5.3	2.7	78.3	-0.6	78.6*
O=C(NC(=S)N1CCN(c2ccc(F)cc2)CC1)c1cccs1	0.8	-5.6	1.1	0.5	-2.3	1.6	101.1	0.1	3.6
CCCCCOC(=O)C1=C(C)NC(=O)NC1c1ccc([N+](=O)[O-])cc1 (configuration not stated)	-0.5	-12.4	-9.0	-1.6	-1.8	1.7	98.5	0.8	-8.0
O=S(=O)(NC1CCCCCCC1)c1cccs1	-2.4	5.8	-0.1	-2.5	1.5	-0.2	87.0	-14.7	-1.7
CCCc1nnc(NC(=O)C(CC)OC(=O)c2cc(C)nc3ccccc23)s1 (configuration not stated)	-2.9	4.5	-3.9	-2.2	2.4	1.8	105.5	3.6	-2.0
CC(=O)c1cccc(NC(=S)NCCC2=CCCCC2)c1	0.8	-7.7	-8.0	1.7	-2.4	2.4	88.5	0.3	1.9
Cc1ccc(Cl)cc1NC(=O)Cn1cccc1	2.5	1.9	-0.4	-0.9	-2.3	-1.1	101.7	10.2	-0.4
Cc1ncoc1C(=O)Nc1ccc2c(c1)OCCO2	0.6	-4.8	-14.1	-1.4	0.6	-1.8	100.8	1.4	-7.2
COc1cc(C=C(c2nc3ccccc3s2)c2nc3ccccc3s2)cc(OC)c1O	4.9	-8.4	-0.3	-4.2	14.8	0.0	84.6	-4.1	16.3
Cc1sc(N2C(=O)C3C4C=CC(C4)C3C2=O)c(C#N)c1C (configuration not stated)	1.2	-0.5	1.4	0.7	1.0	-1.7	91.3	-10.7	-9.7
CCc1nn(CCCC(=O)Nc2ccc(C)cc2C)c(=O)c2cc3occc3n12	1.3	4.0	8.6	0.3	4.8	-2.6	98.5	-0.1	11.4
COc1ccc(-c2nc(CNS(=O)(=O)c3ccc(OC)c(OC)c3)cs2)cc1	2.4	8.7	-2.6	-1.2	3.8	-0.8	97.8	3.1	3.4
Cc1ccc(N2C(=O)CCC(C(=O)O)C2c2cccs2)cc1 (configuration not stated)	1.3	-6.2	17.4	-4.0	2.7	-2.1	92.3	-0.1	-3.1
O=C(C1CCCN1S(=O)(=O)c1cccc2nsnc12)N1CCCCC1 (configuration not stated)	5.1	-8.0	0.2	-4.2	0.7	-0.6	116.8	-8.1	1.4
CN(C)CC(=O)c1c[nH]c2ccccc12	0.1	-13.7	123.7	-0.1	0.8	0.9	98.7	0.1	-5.0
CC(=O)NCCn1c(SCC(=O)NCCc2ccc(S(N)(=O)=O)cc2)nc2ccccc2c1=O	2.3	-8.2	-5.9	-2.9	-0.3	-0.7	110.9	0.3	-1.8
O=C(Nc1ccccc1)Nc1ccccc1C(=O)NCCCN1CCOCC1	-4.9	-2.0	5.5	2.7	1.3	1.6	112.3	-2.1	2.8
CCOC(=O)c1ccc(Nc2nnc(C(C)(C)C)c(=O)[nH]2)cc1	0.3	4.6	2.5	1.3	-3.8	1.9	95.8	7.4	3.1
Cc1cccc(CCNC(=O)CCc2nnc(CCc3ccccc3)o2)n1	-4.7	0.8	-12.4	-3.0	4.6	3.2	109.2	-11.5	-3.3
CCCCc1cc(=O)oc2cc(OCC(=O)N[C@@H](Cc3ccccc3)C(=O)O)ccc12	0.1	-13.0	6.2	-6.7	2.7	5.4	140.8	-1.6	-2.3
CCCC(=O)N(C1CC(C)C(C#N)(C#N)C1(C#N)C#N)N(C)C (configuration not stated)	-3.1	5.2	-31.5	-4.0	0.8	8.8	102.3	-1.9	5.3
CCCC(=O)c1ccc2c(c1)OCCO2	-3.9	1.4	-1.6	-2.5	-0.1	0.7	101.6	8.5	-5.1
O=C(NCc1cccs1)c1ccc(S(=O)(=O)N2CCCCC2)cc1	-5.2	0.2	-13.2	-3.3	-5.3	1.3	88.1	-2.5	2.1
Cc1nc(CSc2ccc(Cl)cc2)cc(NCc2ccccc2)n1	-1.3	3.6	3.2	5.4	-1.9	4.7	97.7	10.8	2.9
CCCc1nnc(NC(=O)C2CC(=O)N(C3CCCC3)C2)s1 (configuration not stated)	1.1	1.3	6.6	3.5	-1.6	-0.1	107.3	8.6	1.9
Cn1c(Oc2ccc(Cl)cc2)c(C=O)c2ccccc21	0.7	6.8	0.3	11.3	-3.0	-0.2	97.2	10.9	3.3
CCCCCC1CCC(C(=O)NNC(=S)NCC)CC1 (configuration not stated)	3.7	-5.0	-0.6	5.6	0.2	4.2	102.5	-3.1	-7.8
CCOC(=O)c1c(C)[nH]c(C(=O)C(C)OC(=O)c2ccc(NC(=O)CC#N)cc2)c1C (configuration not stated)	nt	nt	-5.9	0.9	nt	4.4	89.5	5.8	nt
O=C(C1CC(c2ccc(F)cc2)=NO1)N1CCN(c2ccccc2)CC1 (configuration not stated)	-1.1	6.9	-5.3	4.9	-2.0	-0.6	96.0	-3.6	-6.6
O=C(CCC(=O)N1CCN(c2ccccc2F)CC1)N1CCN(c2ccc(F)cc2)CC1	-1.3	1.6	-8.0	-3.6	-1.7	-0.2	101.0	12.4	10.0
CN1CCCC1CCNS(=O)(=O)c1ccc(Br)cc1 (configuration not stated)	0.9	0.2	-3.0	-0.7	-6.2	0.4	98.9	3.0	-5.2
CC(=O)c1ccc(N2CCN(C(=O)c3cc(C)on3)CC2)cc1	6.1	3.2	-0.4	-3.1	-2.1	0.7	101.2	4.8	1.4
NC(N)=NS(=O)(=O)c1ccc(NC(=S)NC(=O)/C=C/c2ccccc2)cc1	-2.4	3.0	6.0	2.9	-0.9	2.6	104.0	8.6	6.4
COc1ccc([C@H]2CC(=O)C=C(c3ccc(OC)nc3)C2)cc1	nt	nt	-0.8	-3.9	nt	-0.2	90.8	-15.4	nt
COC(=O)CSc1nc(N)c(NC(=O)c2ccc(OC)c(OC)c2)c(=O)[nH]1	-0.3	1.5	-13.7	-2.8	1.4	3.3	89.1	-8.2	-11.6
Cc1cc(OCC(=O)OCC(=O)N2CCc3ccccc32)ccc1Cl	nt	nt	nt	7.0	nt	4.1	112.8	9.9	nt
CCOC(=O)c1nc(NCc2ccccc2F)c2ccccc2n1	-4.2	-15.6	2.5	-4.3	2.1	5.2	97.2	-19.0	-6.4
COc1ccccc1/C=C1\CCCC2=C1Nc1nnnn1C2c1ccccc1OC (configuration not stated)	-3.0	-1.8	-9.0	2.2	-1.1	0.0	100.0	4.9	0.2
